Bioassay records as filed in PubChem.
proCasp3 act = procaspase-3 (human) activation; AID 463141; 0.11% of 330,000 active; activation, % at 8.5 µM; recombinant procaspase-3 D3A, Ac-DEVD-pNA absorbance 405 nm; P42574;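 active = activation above the mean of all tested compounds plus 3 SD, cut at about 21% in these data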;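 note: 0% = DMSO alone and 100% = DMSO wells spiked with extra 5 µM PC-3 D3A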
Target sequence (P42574 whole entry D9A/D28A/D175A): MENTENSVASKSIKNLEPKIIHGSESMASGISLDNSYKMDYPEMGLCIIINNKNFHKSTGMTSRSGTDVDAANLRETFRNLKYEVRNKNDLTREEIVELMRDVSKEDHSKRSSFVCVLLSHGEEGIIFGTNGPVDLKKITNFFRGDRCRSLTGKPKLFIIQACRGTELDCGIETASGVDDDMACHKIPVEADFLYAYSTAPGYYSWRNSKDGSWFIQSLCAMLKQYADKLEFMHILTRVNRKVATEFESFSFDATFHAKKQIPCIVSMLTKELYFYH
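Compound: 8.5 µM single point, 0.8% DMSO / Material: Autoprocessing-dead procaspase-3 D3A mutant enzyme / Timing: 1 h preincubation plus 2 h reaction at 25 °C / Medium: Zinc-free HEPES/NaCl buffer with 0.01% Triton X-100 at pH 7.4 / Technique: 405 nm absorbance of p-nitroaniline, reads at 0 and 120 min / Repeats: one well per compound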
LAP4 TOR yeast = modulators of TOR pathway LAP4-GFP in S. cerevisiae; S. cerevisiae LAP4-GFP multiplex, flow cytometry GFP, 3 h; median GFP as percent of DMSO wells; AID 2023; 0.34% of 320,000 active; GFP response vs DMSO, % at 10 µM;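 active = GFP response vs DMSO above a set limit, about the screen mean plus 3 SD, cut at about 150% in these data; inconclusive = under 70 cell events counted for the yeast strain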
AHR activator = human AHR activation; 2.5% of 320,000 active; activation, % at 5 µM; AID 2796; AHR-responsive luciferase reporter cells, luminescence; P35869; in the data active = activation above about 47%;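 note: 0% = vehicle wells and 100% = reference agonist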
GASC-1 inh = human JMJD2C demethylase inhibition | Q9H3R0 | GST-JMJD2C(1-420) H3K9me3 demethylation, DELFIA europium | inhibition, % at 2.35 µM | 0.069% of 330,000 active;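 active = more than half of a compound's replicate wells show inhibition beyond 50%, single wells judged on their own value; inconclusive = some, but no more than half, of replicates pass 50% inhibition; inactive = no replicate passes 50% inhibition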;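 note: signal counts dimethyl H3K9 product captured on neutravidin plate; 0% = median of DMSO wells and 100% = 0.3 times that DMSO median; strong numbers were not always called active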
Target sequence (Q9H3R0 1-420 limits assumed): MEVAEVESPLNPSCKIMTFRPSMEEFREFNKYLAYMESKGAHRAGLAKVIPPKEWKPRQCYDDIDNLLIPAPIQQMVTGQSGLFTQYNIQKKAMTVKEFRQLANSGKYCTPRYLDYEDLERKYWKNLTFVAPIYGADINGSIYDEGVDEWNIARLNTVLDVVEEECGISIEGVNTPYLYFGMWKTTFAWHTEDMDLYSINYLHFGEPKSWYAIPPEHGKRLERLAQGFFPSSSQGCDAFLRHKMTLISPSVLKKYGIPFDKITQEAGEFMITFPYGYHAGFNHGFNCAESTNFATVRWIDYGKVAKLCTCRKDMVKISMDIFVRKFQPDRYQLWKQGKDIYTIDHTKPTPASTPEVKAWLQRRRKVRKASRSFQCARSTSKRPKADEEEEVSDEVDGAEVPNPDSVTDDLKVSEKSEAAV
MEP2-GFP yeast = modulators of TOR pathway MEP2-GFP in S. cerevisiae. 0.51% of 330,000 active. S. cerevisiae MEP2-GFP strain, flow cytometry GFP, 3 h; 100% = DMSO control level. AID 2016. GFP response vs DMSO, % at 10 µM;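 active = GFP response versus DMSO above a set limit, roughly screen mean plus 3 SD, cut at about 180% in these data; inconclusive = fewer than 70 cells counted for a yeast strain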;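 note: median GFP fluorescence of the barcode-gated MEP2-GFP cells per well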
Yeast superoxide = lowers age-related superoxide in aged yeast cells | S. cerevisiae aged cells, superoxide DHE fluorescence; hits give low values | superoxide response (% of plate mean), % at 10 µM | 0.18% of 330,000 active;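 active = superoxide response under a set limit, about three screen SD below normal, cut at about 65% in these data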;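 note: yeast aged for seven days with compound at 30 °C before DHE staining; 100% = average MFI of all compound-treated wells on the plate with controls excluded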
procasp7 counter = activates human procaspase-7, counter-screen for procaspase-3 activators | P55210 | recombinant procaspase-7, Ac-DEVD-pNA absorbance 405 nm; D23A/D198A/D206A triple mutant, cannot self-cleave; scale: DMSO 0, 5 µM enzyme 100 | activation, % at 8.5 µM | 0.093% of 330,000 active;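 active = percent activation above the screen-wide mean plus 3 SD, cut at about 25% in these data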
Target sequence (P55210 whole entry D23A/D198A/D206A): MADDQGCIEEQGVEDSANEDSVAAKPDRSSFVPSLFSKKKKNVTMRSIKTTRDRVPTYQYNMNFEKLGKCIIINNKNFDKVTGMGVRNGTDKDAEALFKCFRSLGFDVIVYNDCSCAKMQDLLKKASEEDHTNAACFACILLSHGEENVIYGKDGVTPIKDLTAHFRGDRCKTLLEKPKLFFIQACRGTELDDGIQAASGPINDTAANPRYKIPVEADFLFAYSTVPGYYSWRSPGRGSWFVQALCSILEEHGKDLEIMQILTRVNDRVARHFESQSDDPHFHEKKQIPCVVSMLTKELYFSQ
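Test system: Procaspase-7 triple mutant (PC-7 D3A). Also added: Ac-DEVD-pNA substrate, 400 µM as added. Schedule: 1 h enzyme–compound preincubation and 2 h substrate reaction, both 25 °C. Signal: p-Nitroaniline absorbance at 405 nm, read at 0 and 120 min. Control set: low DMSO alone, high DMSO plus 5 µM PC-7.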
RPL19A-GFP yeast = modulators of TOR pathway RPL19A-GFP in S. cerevisiae; S. cerevisiae RPL19A-GFP strain, flow cytometry, 3 h; hits give low values; percent response vs DMSO, % at 10 µM; 0.3% of 330,000 active; AID 2025;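 active = percent response vs DMSO below 50%; inconclusive = fewer than 70 events counted for the yeast strain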;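 note: median channel GFP fluorescence of the barcoded RPL19A-GFP strain; ratio of sample median GFP to plate DMSO average so 100% = DMSO; lower means less RPL19A-GFP as with rapamycin TOR inhibition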
Starred values were filed as active, the others as inactive; ? = inconclusive; · = no result given; & = joins results of further samples; [ ] = another dose, or the depositor's remark. The list is partial, so the mix of outcomes need not match the whole.

SMILES	proCasp3 act	LAP4 TOR yeast	AHR activator	GASC-1 inh	MEP2-GFP yeast	Yeast superoxide	procasp7 counter	RPL19A-GFP yeast
Nc1c(C(=O)NCCc2ccccc2)c2nc3ccccc3nc2n1CCN1CCOCC1	2	98	2	-1	95	89	-8	93
CCC1(C2=NCCN2)Cc2ccccc2O1 (stereo not given)	9	129	0	·	95	85	2	99
N=C1C(c2ccccc2)=C(O)CN1Cc1ccco1	4	93	0	-2	97	103	-7	93
CCOC(=O)C1=C(N)OC2=C(C(=O)CCC2)C12C(=O)Nc1ccccc12 (stereo not given)	2	102	18	6	104	114	-3	102
O=C(Cn1c(=O)n(CC2CS2)c2ccccc21)N1CCCCCC1 (stereo not given)	11	106	5	-15	105	104	7	99
FC(F)(F)c1ccc2c(c1)NP(=S)(N1CCOCC1)c1nccn1-2 (stereo not given)	2	97	1	3	95	81	5	96
CCN1CCc2ccccc2C1	4	98	3	6	100	81	4	99
CCOP(=S)(OCC)Oc1cc(C)oc(=O)c1	-3	106	1	9	94	82	-18	90
CN1C(=O)C(C2c3ccccc3C(=O)N2Cc2ccccc2)C(=O)N(C)C1=O (stereo not given)	-2	87	1	-15	95	115	6	96
CCCCC(=O)N/N=C/c1c(O)n(CCc2ccccc2)c(=O)[nH]c1=O	-6	100	1	4	96	109	-7	99
C[C@]12CCC3C(CC[C@H]4C[C@@H](O)CC[C@]34C)[C@H]1C=CC2=O (stereo not given in full)	7	102	-2	2	93	101	-4	97
CC(=O)C1C2c3ccccc3OC1(C)N=c1s/c(=C/c3cnn(C)c3)c(=O)n12 (stereo not given)	6	104	-1	6	99	101	6	97
O=C(CN1C(=O)CCSc2ccccc21)N1CCC2(CC1)OCCO2	-6	98	-2	1	103	72	17	106
CC1CN=C(Nc2ccc(F)c(Cl)c2)S1 (stereo not given)	-15	113	0	-6	96	88	-1	99
Cc1cc(C(=O)O)c(C)n1C1CC1	0	126	2	-44	95	91	7	92
O=c1[nH]c(=O)n(CC2CCCO2)c(O)c1/C=C1\C=Nc2ccccc21 (stereo not given)	-18&-3	97	11&38	-48&-31	100&105	112&95	-6&-21	101&109
O=[N+]([O-])c1cccc2c([As](=O)(O)O)cccc12	6	·	0	4	104	99	7	93
CCCCn1c(O)c(/C=C2/C=CC=N2)c(=O)[nH]c1=O	-13	106	5	-1	92	91	-17	91
Cc1c(C)c2cc(Cl)c(OCC(=O)N3C[C@H]4C[C@@H](C3)c3cccc(=O)n3C4)cc2oc1=O	-2	105	0	0	102	102	9	97
Cc1cccc(CN2CCCC(C(=O)c3ccc(C(F)(F)F)cc3)C2)n1 (stereo not given)	-1	96	5	-7	104	88	9	104
Cc1cc(C)c(Cn2c(C(=O)O)c(C=O)c3ccccc32)c(C)c1	8	103	2	-35	90	93	-1	94
NNC(N)=O	0	123	4	4	99	98	6	111
O=[N+]([O-])c1ccc(N2CCCNCC2)c2ncccc12	1	?	0	0	?	97	-3	?
C=CP(=O)(O)c1ccccc1	0	94	-2	7	100	95	-7	103
C(#CCN1CCOCC1)COCC#Cc1ccccc1	3	109	-2	0	105	103	6	104
Cc1ccccc1NC(=O)Cc1nc(COC(=O)Cc2ccccc2)cs1	-3	104	-1	1	100	112	1	99
CCCCCn1c(N)c(C(=O)NCCN2CCOCC2)c2nc3ccccc3nc21	8	100	8	1	104	109	0	100
CC(C)n1c(=O)c(C=Nc2cccc([N+](=O)[O-])c2)c(O)n(CCc2ccccc2)c1=O	-2	91	20	?	110	90	2	107
C/C=C(\C)C(=O)N[C@@H](c1ccccc1)[C@@H](O)C(=O)O[C@H]1C[C@@]2(O)[C@@H](OC(=O)c3ccccc3)C3[C@](C)(C(=O)[C@H](O)C(=C1C)C2(C)C)[C@@H](O)C[C@H]1OC[C@@]31OC(C)=O (stereo not given in full)	9	105	1	?	104	78	-5	100
CCN1CCC2(CC1)NC(=O)c1ccccc1O2	6	97	9	-3	105	72	-4	105
O=C(Nc1ccncc1)c1cccn(Cc2ccccc2)c1=O	1	112	6	?	97	85	4	96
COc1cc(C)c(CNCCc2c[nH]c3ccccc23)cc1C	-5	97	10	0	101	106	-5	104
CC(C)OC(=O)Nc1ccc(N=C(N)N[N+](=O)[O-])cc1	1	96	-1	-5	98	91	1	100
Cc1ccc(-c2ccc(=O)n(CCC(=O)N3CCC4(CC3)OCCO4)n2)cc1	4	109	5	0	107	103	3	104
CO[C@@H]1C=CC23c4cc5c(cc4CO[C@]2(O)CN(C)[C@H]3C1)OCO5 (stereo not given in full)	7	104	-2	7	110	117	14	94
COc1ccc(-n2c(/C=C/c3ccc(O)c(OC)c3)nc3ccccc3c2=O)cc1	-11	103	25	-27	110	103	-6	103
CN1CCN(CC#CCOc2ccc(Cl)cc2)CC1	1	102	1	3	111	102	-5	102
CC(C)[C@H]1C(=O)N2CCC[C@H]2[C@]2(O)O[C@](NC(=O)[C@@H]3C=C4c5cccc6[nH]cc(c56)C[C@H]4N(C)C3)(C(C)C)C(=O)N12	2	129	12	6	97	79	-10	100
Cc1cccc(C)c1NC(=O)c1cccn(Cc2ccc3c(c2)OC(F)(F)O3)c1=O	-1	94	-1	7	101	113	3	103
C=CCn1c(O)c(/C=N/NC(=O)c2ccncc2)c(=O)[nH]c1=O	-12	90	9	-39	92	122	-7	99
CC1(C)CC(=O)C(C=NCCN2CCN(C(=O)Cc3ccccc3)CC2)=C(O)C1	4	102	0	4	107	106	7	99
CC1CN(c2ccc([N+](=O)[O-])c(N3CCCCC3)c2)CCN1 (stereo not given)	3	106	5	-2	94	125	-2	93
Nc1ccc(CCN2CCN(c3cccc(C(F)(F)F)c3)CC2)cc1	-4	106	-3	-28	96	114	5	101
c1ccc2c(CCNC3=NCCC3)c[nH]c2c1	1	90	18	-5	100	93	3	93
NCC(CC(=O)O)C1CCCCC1 (stereo not given)	7	102	0	2	102	83	4	97

In the list so far, 4 have a nitro group on carbon:
SMILES	proCasp3 act	LAP4 TOR yeast	AHR activator	GASC-1 inh	MEP2-GFP yeast	Yeast superoxide	procasp7 counter	RPL19A-GFP yeast
O=[N+]([O-])c1cccc2c([As](=O)(O)O)cccc12	6	·	0	4	104	99	7	93
O=[N+]([O-])c1ccc(N2CCCNCC2)c2ncccc12	1	?	0	0	?	97	-3	?
CC(C)n1c(=O)c(C=Nc2cccc([N+](=O)[O-])c2)c(O)n(CCc2ccccc2)c1=O	-2	91	20	?	110	90	2	107
CC1CN(c2ccc([N+](=O)[O-])c(N3CCCCC3)c2)CCN1 (stereo not given)	3	106	5	-2	94	125	-2	93

Additional entries follow:
SMILES	proCasp3 act	LAP4 TOR yeast	AHR activator	GASC-1 inh	MEP2-GFP yeast	Yeast superoxide	procasp7 counter	RPL19A-GFP yeast
COc1cccc(N2CCN(Cc3cccc(Cl)c3)CC2)c1	4	98	-2	-3	106	100	8	94
O=C1CC(N2CCC(n3c(=O)[nH]c4ccccc43)CC2)C(=O)N1c1ccc(F)cc1 (stereo not given)	-18	111	-2	-6	106	95	-9	105
Cc1ccc(-n2c(O)c(/C=N/Nc3ccccc3)c(=O)[nH]c2=O)cc1C	-2	82[may fluoresce violet]	2	3	82[may fluoresce violet]	92	-13	89[may fluoresce violet]
CN1CCN(c2ccc(NC(=O)C(C)(C)C)cc2)CC1	5	103	11	5	116	97	2	99
O=[N+]([O-])c1ccc(N2CCCC2)c(F)c1Br	3	116	-5	9	101	111	4	96
COc1cc(O)cc2c1cc([N+](=O)[O-])c1c(C(=O)O)cc3c(c12)OCO3	8	96	12	·	104	82	-9	103
Cc1nc2c(c(=O)[nH]1)C(c1ccccc1Cl)c1c(c3ccccc3oc1=O)O2 (stereo not given)	-2	116	-2	-1	106	101	4	95
COC(=O)C(O)(c1ccc(NC(=O)c2ccccc2)cc1)C(F)(F)F (stereo not given)	-10	104	2	-1	93	101	-4	97
COC(=O)C1=C(c2ccc(C(C)=O)cc2)C[C@@H]2CC[C@H]1N2C(=O)NCc1ccc2c(c1)OCO2	10	107	1	0	106	114	0	101
Cn1nnc(CC[N+](C)(C)C)n1	2	107	0	-13	107	102	6	104
O=C(Nc1ccc(Cl)cc1)N1CC2CC(C1)c1cccc(=O)n1C2 (stereo not given)	4	95	2	-48	96	94	6	100
Nc1c2c(nc3ccccc13)CCN(Cc1ccccc1)C2	-11	106	20	0	116	94	0	100
O=C1CNC(c2ccccc2Cl)c2cc(Br)ccc2N1 (stereo not given)	2	97	2	-2	106	87	0	100
c1cc(CCN2CCCC2)ccn1	-1	112	1	7	97	98	4	97
COC(=O)C1=C(c2ccc(F)cc2OCc2ccccc2)C[C@@H]2CC[C@H]1N2C(=O)NCC1CC1	-10	103	0	1	94	94	3	96
CC(C)Oc1ccc(CC2(CCc3ccncc3)C(=O)NC(=O)NC2=O)cc1	-2	101	1	-8	97	85	4	90
ClCCOCOCCCl	7	102	-1	11	109	76	6	100
CN1CCN(C(=O)COc2ccc(S(=O)(=O)NCc3ccccc3)cc2Cl)CC1	2	101	1	1	101	91	-5	99
CN1CCCCC1c1ccc(-c2cccnc2)nc1 (stereo not given)	4	105	1	·	104	81	11	99
CC(C)N1CC=C(c2c[nH]c3ccccc23)CC1	-4	93	13	2	99	107	12	96
Cc1ccccc1N1C(=O)NC(=O)/C(=C\c2cc(Br)c(N3CCOCC3)o2)C1=O	-6	106	1	2	115	98	-4	96
CCOC(=O)C1=C(N)OC2=C(C(=O)CCC2)[C@]12C(=O)N(CC(N)=O)c1ccccc12	2	109	3	7	99	101	8	100
CCN1CCC(N(C)C2CCCCC2)CC1	-5	91	0	-5	104	98	0	106
CN1C2CCC1CC(=NO)C2	-3	106	-1	17	106	130	5	100
Cc1c(-c2cccc(Cl)c2)nc2ccccc2c1C(=O)N1CCC2(CC1)OCCO2	-4	98	2	4	96	87	7	101
Cc1ccccc1NC1(C#N)CCCCC1	-3	100	3	8	103	80	8	106
O=c1[nH]c(=O)n(C2CCCCC2)c(O)c1C=Nc1ccc(N2CCOCC2)cc1	-5	93	-1	?	94	116	-13	97
O=c1[nH]c(=O)n(-c2ccccc2F)c(O)c1C=NCCC1=CCCCC1	-7	86	-8	6	94	130	0	89
O=c1c(C=Nc2cccnc2Cl)c(O)n(CCCCl)c(=O)n1C1CCCCC1	2	90	3	11	97	145	15	103
CN1c2ccc([N+](=O)[O-])cc2CC2(C(=O)NC(=O)NC2=O)C1c1ccccc1 (stereo not given)	-1	92	8	-3	104	92	-16	103
ON1C2CCCCC2N(O)C1c1ccccc1F (stereo not given)	5	101	-2	10	104	114	-4	·
CC(C)CCn1c(=O)c(C(=O)NCc2ccc3c(c2)OCO3)c(O)c2ccccc21	12	95	2	-22	112	92	-2	100
CC(C(=O)c1ccccc1)N1C(=O)c2ccccc2C1=O (stereo not given)	-2	94	-1	-8	102	93	3	101
